# Screening results as filed in PubChem.
# GIRK2 activator = GIRK2 channel activators by thallium flux; P48051; AID 1259324; HEK293 GIRK2/NPY4 cells, thallium flux fluorescence; activation (% efficacy), % for hits at 37.5 µM; 34,000 tested, under 10 active;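 active = primary screen hit, no activity in plain HEK293 cells, and in GIRK2-only cells above 5% efficacy rising with concentration; inactive = the rest, including fluorescent compounds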;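 note: efficacy is normalized control-subtracted fluorescence 15 s after thallium addition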
# Target sequence (P48051 whole entry, looked up): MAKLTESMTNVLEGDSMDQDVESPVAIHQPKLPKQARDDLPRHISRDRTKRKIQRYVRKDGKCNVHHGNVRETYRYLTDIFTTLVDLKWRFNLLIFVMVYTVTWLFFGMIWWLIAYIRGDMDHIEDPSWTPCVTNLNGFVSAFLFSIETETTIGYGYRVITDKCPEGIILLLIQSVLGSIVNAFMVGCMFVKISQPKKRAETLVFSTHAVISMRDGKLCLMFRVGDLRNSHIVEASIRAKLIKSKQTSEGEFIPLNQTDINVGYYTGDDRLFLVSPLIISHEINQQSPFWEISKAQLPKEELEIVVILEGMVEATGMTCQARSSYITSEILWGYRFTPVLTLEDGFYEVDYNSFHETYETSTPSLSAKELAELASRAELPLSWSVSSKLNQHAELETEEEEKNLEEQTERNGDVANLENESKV
# Calls only; i = inactive. An excerpt, so the mix of outcomes need not match the whole.
Molecule | GIRK2 activator
Cc1ccc(N2CCn3c2nn(CC(=O)N(C)c2ccccc2)c(=O)c3=O)cc1 | i
O=C(Cc1ccc(NC(=O)c2ccccc2Br)cc1)NCc1cccs1 | i
COC(=O)C1CCN(C(=O)C(=O)Nc2c3c(nn2-c2ccc(Cl)cc2)CSC3)CC1 | i
Cn1cccc1CN(C(=O)Cn1c(=O)oc2ccccc21)C1CC1 | i
CCOc1ccc(Nc2nc(N3CCOCC3)c3[nH]cnc3n2)cc1 | i
CSc1ccccc1CN1CCC(CNC(=O)Nc2c(F)cccc2F)CC1 | i
COc1ccc(Cl)cc1C(=O)NCC1(O)CCCC1 | i
Cc1cc(N(C)C)nc(NCCNC(=O)/C=C/c2ccco2)n1 | i
Cc1ccccc1NC(=O)Cn1c(=O)n(Cc2ccc3c(c2)OCO3)c(=O)c2oc3ccccc3c21 | i
CN1CCN(n2c3c(c(SCC(=O)NCCc4ccccc4)nc2=O)CCCC3)CC1 | i
CCNC(=O)C1Cc2ccccc2N1C(=O)c1cc(OC)cc(OC)c1 (configuration not stated) | i
COC(=O)c1ccccc1N(C)C(=O)c1cc2cccnc2n(C)c1=O | i
CCCCOc1ccc(C(=O)NCc2cn(C)nc2C)cc1 | i
COc1ccc(Br)c(C(=O)Nc2nnc(Cc3ccc(F)cc3)o2)c1 | i
Cc1nnc2ccc(N3CCN(C(=O)NC4CCCCC4)CC3)nn12 | i
COc1cccc(NC(=O)CSc2nc3c(-c4ccccc4)c[nH]c3c(=O)n2C)c1 | i
O=C(Cc1cc(-c2ccccc2)on1)N1CCc2ccccc2C1 | i
O=C(NCCN1CCOCC1)C(=O)NCc1ccsc1 | i
O=C(NC(C(=O)NC1=NCCS1)C12CC3CC(CC(C3)C1)C2)c1ccc(Cl)cc1 (configuration not stated) | i
COc1ccc(N2CCN(C(=O)c3ccccc3C)CC2)nn1 | i

# A draw from above in order of SMILES length, smallest number first:
Molecule | GIRK2 activator
CCCCOc1ccc(C(=O)NCc2cn(C)nc2C)cc1 | i
COc1ccc(N2CCN(C(=O)c3ccccc3C)CC2)nn1 | i
O=C(Cc1cc(-c2ccccc2)on1)N1CCc2ccccc2C1 | i
CCNC(=O)C1Cc2ccccc2N1C(=O)c1cc(OC)cc(OC)c1 (configuration not stated) | i
COc1cccc(NC(=O)CSc2nc3c(-c4ccccc4)c[nH]c3c(=O)n2C)c1 | i

# Remaining list, next part.
Molecule | GIRK2 activator
Cc1ccc(-n2nc3c(c2-n2cccc2)CN(C(=O)c2ccc(F)c(F)c2)C3)cc1 | i
COc1ccc(CC(=O)Nc2cccc(-c3ccc(=O)n(C)n3)c2)cc1 | i
O=C(c1ccccc1F)N1CCC(CNS(=O)(=O)c2ccc(OC(F)(F)F)cc2)CC1 | i
CCNC(=O)C1Cc2ccccc2N1C(=O)c1ccc(Br)o1 (configuration not stated) | i
COc1ccc(C(=O)N2CCN(c3ncnc4c3nnn4C)CC2)cc1OC | i
COC(=O)CNC(=O)c1cc2c(=O)n3ccccc3nc2n1C | i
O=C(COc1ccc(F)cc1F)N1CCN(c2ccc3nnc(-c4ccco4)n3n2)CC1 | i
O=C(c1cnccn1)N1CCC(c2nnc(-c3ccco3)s2)CC1 | i
O=C(O)CN(CC(O)Cn1c2ccccc2c2ccccc21)S(=O)(=O)c1ccccc1 (configuration not stated) | i
Cc1nc2nc(C)c(CC(=O)O)c(=O)n2[nH]1 | i
NC(=O)C1Cc2ccccc2N1C(=O)c1ccc(Br)o1 (configuration not stated) | i
CCOC(=O)c1ccc2nc(NC(=O)C3CCCCN3S(C)(=O)=O)sc2c1 (configuration not stated) | i
Cn1c(=O)c2c(nc(N3CCCC3)n2CC(O)c2ccccc2)n(C)c1=O (configuration not stated) | i
NC(=O)c1ccccc1NC(=O)c1ccc(=O)n(Cc2cccc(F)c2)c1 | i
CC(C)(C)C(=O)NCc1c(-c2ccc(Cl)cc2)nc2n1CCS2 | i
COc1ccc2c(=O)c(Oc3ccc(C(=O)NCCN4CCOCC4)cc3)c(C)oc2c1 | i
CC1CCc2cc(F)ccc2N1C(=O)CCN1C(=O)c2ccccc2S1(=O)=O (configuration not stated) | i
Cc1cc(NC(=O)Cc2cccs2)n(-c2nc(-c3cccs3)cs2)n1 | i
O=C(NCCc1csc(-c2cccc(F)c2)n1)Nc1cccs1 | i
O=C(NCCOCCO)C(=O)Nc1c2c(nn1-c1ccccc1)CS(=O)(=O)C2 | i

# Brought forward from above: 3 entries, then new ones.
Molecule | GIRK2 activator
Cc1cc(NC(=O)Cc2cccs2)n(-c2nc(-c3cccs3)cs2)n1 | i
O=C(NCCc1csc(-c2cccc(F)c2)n1)Nc1cccs1 | i
O=C(NCCOCCO)C(=O)Nc1c2c(nn1-c1ccccc1)CS(=O)(=O)C2 | i
O=C1CCS(=O)(=O)N1c1ccc(S(=O)(=O)NCc2ccncc2)cc1 | i
Cn1cc(C(=O)NCc2nn(C)c(=O)c3ccccc23)nn1 | i
Cc1ccsc1C(O)CNC(=O)Cn1c(=O)oc2ccccc21 (configuration not stated) | i
CCC(=O)N1CCCc2ccc(NC(=O)Nc3cc(OC)cc(OC)c3)cc21 | i
CC(C)Sc1ccc(C(=O)Nc2nccs2)cc1 | i
Cn1c(=O)c2c(SCC(=O)NC3CCCC3)ccnc2n(C)c1=O | i
CCOC(=O)N1CCN(CC(O)COc2ccc3c(c2)OCO3)CC1 (configuration not stated) | i
O=C(COc1ccc(Cl)cc1Cl)NCC(O)(c1ccccc1)C(F)(F)F (configuration not stated) | i
Cc1ccc(NC(=O)N2CCC3(CC2)NC(=O)N(Cc2ccc(Cl)cc2)C3=O)cc1F | i
Cc1cccc2sc(N3CCN(C(=O)c4ccn(C)n4)CC3)nc12 | i
C=CCn1c(SCc2nc(-c3ccc(F)cc3)no2)nc2cc3c(cc2c1=O)OCO3 | i
Cc1ccc(=O)n(CCNC(=O)c2cc(=O)c3ccccc3o2)n1 | i
CCCn1c(-n2nc(C)cc2C)nc2c1c(=O)n(CC(=O)OC)c(=O)n2C | i
O=C(NCCN1CCC(c2cccs2)CC1)c1ccc(Cl)cc1 | i
COC(=O)c1ccc(NC(=O)Cn2c(C)nc3c(sc4ccccc43)c2=O)cc1 | i
O=S(=O)(c1ccc(OC(F)(F)F)cc1)N1CCC(c2cccs2)CC1 | i
O=C(CSc1ccc(F)cc1)N1CCC(c2cccs2)CC1 | i
O=S(=O)(NCC1CCN(C2CCCC2)CC1)c1ccc2c(c1)CCCC2 | i
O=C(c1csc(NS(=O)(=O)c2ccccc2)n1)N1CCN(c2ccc(F)cc2)CC1 | i
CCOC(=O)N1CCN(C(=O)Nc2cn(CCOC)c3ccccc23)CC1 | i

# Continued.
structure	GIRK2 activator
O=C1CCC(C(=O)NCC#CCOc2cccc(C(F)(F)F)c2)N1 (configuration not stated)	i
CC1S/C(=C(\C#N)C(N)=O)N(c2ccc(F)cc2)C1=O (configuration not stated)	i
O=S(=O)(NCCOc1ccc(-c2ccc(F)cc2)nn1)c1ccc(Cl)cc1	i
CCOC(=O)c1ccc(NC(=O)c2cc(C)no2)cc1	i
CCn1ccc(C(=O)Nc2nc3cc(C)cc(C)c3s2)n1	i
CC(C)c1cc(=O)[nH]c(-n2nc(C3CC3)cc2NC(=O)CCC2CCCCC2)n1	i
NC(=O)CN1CC(c2nc(-c3cccc(C(F)(F)F)c3)no2)C1	i
CCOc1ccccc1C(=O)N1CCN(c2ncnc3c2nnn3C)CC1	i
Cc1cc(C)nc(SCc2c(C(=O)N3CCc4ccccc43)nnn2-c2ccccc2)n1	i
CC(=O)Nc1ccc(-n2c(N)c(C(=O)NC3CCCC3)c3nc4ccccc4nc32)cc1	i
COc1ccc(NC(=O)NCCCn2nc(-c3ccco3)ccc2=O)cc1	i
CN1CC(NS(=O)(=O)Cc2cccc(F)c2)CC1=O (configuration not stated)	i
O=C(NCCc1ccccc1)C(=O)NCC(O)C1CCCCC1 (configuration not stated)	i
O=C(CCS(=O)(=O)c1ccccc1)Nc1ccc2c(c1)CN(C(=O)c1ccco1)CC2	i
CC(=O)Nc1cccc(NC(=O)C(=O)NCC2CCN(c3ccccn3)CC2)c1	i
O=C(Nc1ccccc1Cl)N1CCC2(CC1)NC(=O)N(CCOc1ccccc1)C2=O	i
O=C(CC1CCCC1)NCCS(=O)(=O)N1CCN(c2ccccn2)CC1	i
C#CCn1c(=NC(=O)C2CCN(S(C)(=O)=O)CC2)sc2cccc(F)c21	i
Cn1cccc1C(CNS(=O)(=O)Cc1ccc(F)cc1)N1CCOCC1 (configuration not stated)	i
O=C(C1COCC(=O)N1Cc1ccccc1)N1CCC2(CC1)OCCO2 (configuration not stated)	i
COc1ccc(CCNC(=O)Cc2cc(-c3ccc(Cl)cc3)on2)cc1	i
Cc1nc(-c2cccs2)c(CCC(=O)Nc2cccc3cccnc23)s1	i
CS(=O)(=O)N1CCCCC1C(=O)N1CCN(c2ccccc2)CC1 (configuration not stated)	i
COc1ccccc1NC(=O)CSc1nc(=O)n(CCCO)c2c1CCC2	i
O=C(NCCC(O)c1cccs1)c1ccc2c(c1)OCO2 (configuration not stated)	i
COCC(=O)N1CCCc2ccc(NC(=O)Nc3cc(Cl)ccc3OC)cc21	i
COc1ccc(-c2ccc(=O)n(CCCNS(=O)(=O)/C=C/c3ccccc3)n2)cc1	i
CCN1CCN(C(=O)c2c(C(F)(F)F)nn(C3CCN(C)CC3)c2C)CC1	i
CCSc1cccc(C(=O)Nc2nnc(-c3cccnc3)o2)c1	i
Cc1ccc(C(CNC(=O)C(=O)NCc2ccccc2Cl)N2CCOCC2)cc1 (configuration not stated)	i
CCC(CC)C(=O)Nc1cc(C)nn1-c1nc2c(cnn2-c2cccc(C)c2)c(=O)[nH]1	i
O=S(=O)(c1ccccc1)c1nc(-c2ccccc2Cl)oc1NCCCn1ccnc1	i
CCNc1cc(NCCNC(=O)COc2ncccn2)nc(C)n1	i
COc1ccc(NC(=O)NCCCn2nc(-c3ccc(Cl)cc3)ccc2=O)c(OC)c1	i
O=C(c1ccc2ncsc2c1)N(CCN1CCOCC1)c1nc2c(F)cc(F)cc2s1	i
Cc1cc(C)cc(OCCNC(=O)COc2ccc(Cl)cc2)c1	i
O=C(CCc1ccccc1)NCCn1ncc2c(N3CCCCCC3)ncnc21	i
COc1ccccc1Cc1noc(C2CN(C(=O)CCc3c(C)noc3C)C2)n1	i
COCCNC(=O)Cc1csc(SCC(=O)c2cccs2)n1	i
COc1ccc(S(=O)(=O)c2cnc(SCC(=O)Nc3cccc(SC)c3)[nH]c2=O)cc1	i
COCCCn1c(C(=O)Nc2cccc(OC)c2)cc2c(=O)n(C)c(=O)n(C)c21	i
COc1cccc(CNC(=O)CCc2csc(NC(=O)c3cccs3)n2)c1	i
O=C(COc1ccc(Cl)cc1)NCC1(O)CCOCC1	i
O=C(NCCCn1nc(-c2ccncc2)ccc1=O)c1ccc(-c2ccccc2)cc1	i
O=C(NCc1cccs1)Nc1cccc(N2CCCS2(=O)=O)c1	i
O=C(NCc1ccco1)c1cc(-c2cccs2)n(C2CCS(=O)(=O)C2)n1 (configuration not stated)	i
NS(=O)(=O)c1ccc(CNC(=O)CCc2csc(NC(=O)c3ccccc3)n2)cc1	i
Cc1ccc(NC(=O)N2CCN(c3ncnc4c3nnn4C)CC2)cc1C	i
COc1ccccc1CNC(=O)c1sccc1S(=O)(=O)N1CCN(c2ccccc2F)CC1	i
O=C(CCc1csc(NC(=O)c2ccc(Cl)cc2)n1)Nc1ccc2c(c1)OCO2	i

# Further records follow:
structure	GIRK2 activator
Cn1cccc1C(CNC(=O)C(=O)Nc1ccc2c(c1)OCCO2)N1CCCCCC1 (configuration not stated)	i
O=S1(=O)CCC(n2nc(-c3ccccc3)cc2NS(=O)(=O)c2ccccc2)C1 (configuration not stated)	i
COc1cccc(N2CCN(C(=O)CCCCn3c(=O)[nH]c4ccccc4c3=O)CC2)c1	i
COc1cccc(-c2nnc3ccc(OCCNC(=O)c4c(F)cccc4F)nn23)c1	i
CC1CN(CC(=O)Nc2ccccc2F)CC(C)O1 (configuration not stated)	i
CC(=O)Nc1ccc(S(=O)(=O)N2CCC(Cn3ccnc3C)CC2)cc1	i
O=C(Nc1ccccc1NC(=O)C1(c2cccs2)CCCC1)c1ccccn1	i
CCOc1ccc(C(=O)NNC(=O)c2ccc(=O)n(Cc3ccccc3)c2)cc1OCC	i
O=C(CN1C(=O)c2ccccc2S1(=O)=O)Nc1ccc(F)c([N+](=O)[O-])c1	i
Cc1cc(NC(=O)c2cccs2)n(-c2nc3c(cnn3-c3ccc(Cl)cc3)c(=O)[nH]2)n1	i

# Reprinted at random: four compounds from above
structure	GIRK2 activator
Cc1ccc(NC(=O)N2CCN(c3ncnc4c3nnn4C)CC2)cc1C	i
O=C(Nc1ccccc1NC(=O)C1(c2cccs2)CCCC1)c1ccccn1	i
O=C(CCS(=O)(=O)c1ccccc1)Nc1ccc2c(c1)CN(C(=O)c1ccco1)CC2	i
CCOC(=O)N1CCN(C(=O)Nc2cn(CCOC)c3ccccc23)CC1	i

# The listing continues:
structure	GIRK2 activator
O=C(NCC1(c2ccccc2)CCOCC1)c1c(F)cccc1F	i
COc1ccc(NC(=O)Nc2ccccc2NC(=O)c2cccnc2)cc1OC	i
CCC(=O)Nc1ccc(S(=O)(=O)NCC2CCN(C3CCCC3)CC2)c(C)c1	i
Cc1ccc2c(c1)N(C(=O)Cn1ccc3ccn(Cc4ccccc4F)c3c1=O)CCO2	i
CC(C)N(C(=O)Cn1c(C2CC(=O)N(Cc3ccc(F)cc3)C2)nc2ccccc21)c1ccccc1 (configuration not stated)	i
CC(=O)c1cccc(NC(=O)CC(C)n2nc(C)nc2C)c1 (configuration not stated)	i
COc1cc(NS(=O)(=O)c2ccc(Cl)s2)ccc1N1CCCCC1=O	i
Cc1onc(N)c1S(=O)(=O)N1CCC(C)CC1	i
CCOc1ccc(OCCNC(=O)c2ccc([N+](=O)[O-])cc2Cl)cc1	i
CC(Oc1ccccc1)C(=O)N1CCN(C(=O)c2cnn3ccccc23)CC1 (configuration not stated)	i
